# D2 ag: agonists of human D2 dopamine receptor. P14416. HEK293 T-REx D2 cells, calcium flux agonist mode. activation, % at 2 µM. 340,000 tested, 0.53% active;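 active means activation over 3 SD above normal in the single-dose calcium agonist read, cut at about 30% in these data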; further: 0% is about no effect
# Target sequence (P14416 whole entry, looked up): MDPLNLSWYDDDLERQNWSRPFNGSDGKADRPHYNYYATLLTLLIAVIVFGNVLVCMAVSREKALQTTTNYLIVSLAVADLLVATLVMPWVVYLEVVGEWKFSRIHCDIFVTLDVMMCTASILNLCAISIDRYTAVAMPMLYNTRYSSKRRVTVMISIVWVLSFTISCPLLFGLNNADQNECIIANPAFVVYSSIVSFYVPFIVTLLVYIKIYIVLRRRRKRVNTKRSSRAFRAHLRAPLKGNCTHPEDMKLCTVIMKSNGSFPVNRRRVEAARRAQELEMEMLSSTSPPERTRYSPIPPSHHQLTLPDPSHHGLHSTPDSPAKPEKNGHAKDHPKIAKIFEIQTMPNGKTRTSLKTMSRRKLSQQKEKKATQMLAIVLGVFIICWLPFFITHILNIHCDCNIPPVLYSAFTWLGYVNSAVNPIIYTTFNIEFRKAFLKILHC
#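 In this primary screen, compounds producing a positive calcium signal within 180 s of addition to tetracycline-induced, force-coupled HEK293 Trex D2 cells are flagged; cells are dye-loaded with a no-wash calcium kit beforehand.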
# D1 antag: antagonists of human D1 dopamine receptor | P21728 | HEK293 TREx D1 cells, calcium flux, dopamine EC80; active compounds read low | activity change, negative = inhibition, % at 10 µM | 360,000 tested, 3.2% active; in the data active means activity change below about -30%; further: on the % scale 0 is the no-effect control and ±100 the full control effect
# Target sequence (P21728 whole entry, looked up): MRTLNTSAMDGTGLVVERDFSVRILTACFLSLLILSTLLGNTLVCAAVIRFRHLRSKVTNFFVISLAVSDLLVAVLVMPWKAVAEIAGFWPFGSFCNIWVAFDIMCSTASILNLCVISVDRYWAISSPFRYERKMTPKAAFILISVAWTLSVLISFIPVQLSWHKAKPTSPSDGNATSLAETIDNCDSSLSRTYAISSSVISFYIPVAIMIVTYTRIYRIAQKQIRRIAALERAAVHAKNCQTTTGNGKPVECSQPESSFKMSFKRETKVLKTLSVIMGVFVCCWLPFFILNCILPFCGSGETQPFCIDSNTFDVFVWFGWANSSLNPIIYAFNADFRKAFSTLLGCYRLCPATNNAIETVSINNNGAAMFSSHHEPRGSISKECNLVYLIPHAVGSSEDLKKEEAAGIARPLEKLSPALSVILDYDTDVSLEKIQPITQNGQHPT
#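 Cells carrying a force-coupled, tetracycline-inducible human D1 receptor report calcium flux. Each well gets a 10 s baseline, compound with 180 s monitoring, then an EC80 dopamine stimulus with a second 180 s kinetic read.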
# D2 PAM: D2 dopamine receptor (human) potentiation | P14416 | HEK293 T-REx D2, calcium flux, EC20 dopamine potentiation | potentiation, % at 10 µM | 340,000 tested, 0.34% active | AID 485347;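 active means potentiation over 3 SD above the plate norm, cut at about 30% in these data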; further: 0% is about no effect
#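 Primary screen. Calcium kinetics in induced HEK293 T-REx D2 cells: compound pre-addition 180 s, EC20 dopamine, 180 s more.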
# TRHR agonist: agonists of human TRH receptor. AID 493084. TRHR cells, calcium flux fluo-8, FDSS agonist mode. P34981. activation, % at 2 µM. 360,000 tested, 0.18% active; further: 0% is about no effect
#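 TRHR-expressing cells loaded with fluo-8 calcium dye; 23 nL library compound pin-transferred, kinetic FDSS fluorescence (Ex 480/Em 530) recorded about 180 s for agonist-induced calcium release, before a 10 nM TRH EC20 addition for potentiator mode.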
# D1 PAM: potentiators of human D1 dopamine receptor; 360,000 tested, 0.036% active; potentiation, % at 10 µM; HEK293 TREx D1 cells, calcium flux, dopamine EC20 potentiation; in the data active means potentiation above about 30%; further: 0% is about no effect
# D2 antag: antagonists of human D2 dopamine receptor. P14416. 340,000 tested, 2% active. HEK293 TREx D2 cells, calcium flux, dopamine EC80. inhibition, % at 10 µM; in the data active means inhibition above about 30%; further: 0% is about no effect
#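 Tetracycline-induced HEK293 TREx cells expressing D2 receptor forced-coupled to calcium signalling, loaded with no-wash calcium dye. Compounds added and calcium flux read 180 s, then dopamine added at EC80 and read a further 180 s.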
# TRHR PAM: TRH receptor (human) allosteric enhancement. P34981. TRHR cells, fluo-8 calcium fluorescence, EC20 TRH enhancement. enhancement, % at 2 µM. 360,000 tested, 0.66% active. AID 493056; in the data active means enhancement above about 30%; further: 0% is about no effect
#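 TRHR-expressing cells loaded with fluo-8 calcium dye were read kinetically (ex 480/em 530) during compound addition, then stimulated with an EC20 of TRH (10 nM final). Enhancement of the Gq-mediated intracellular calcium response was scored.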
# D1 agonist: agonists of human D1 dopamine receptor | P21728 | HEK293 T-REx D1 cells, calcium flux, agonist mode | activation, % at 2 µM | 360,000 tested, 1% active | AID 504660; further: 0% is about no effect
#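 Inducible HEK293 T-REx D1 cells, force-coupled to calcium signalling, were plated at 4000 cells/well with tetracycline and held overnight at 30 C. After no-wash calcium dye loading, compound-evoked calcium rise over 180 s flagged agonists.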
# RXFP1 antagonist: blocks the human relaxin receptor RXFP1. HEK293-RXFP1, relaxin-stimulated cAMP HTRF, 30 min; active compounds read low. Q9HBX9. activity change, negative = inhibition, % at 57.5 µM. 350,000 tested, 0.59% active;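 active means activity change of -60% or lower, but not beyond a set lower limit; inconclusive means change between -60% and -40%, or beyond the set limit; inactive means change above -40%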; further: on the % scale 0 is the no-effect control and ±100 the full control effect
# * hit, by the source's call; ? = inconclusive; / = no result given; & = joins results of further samples. Unless noted, no stated cut-off is given here; in the data, active means activation above about 30%; inactive means the rest.
SMILES,D2 ag,D1 antag,D2 PAM,TRHR agonist,D1 PAM,D2 antag,TRHR PAM,D1 agonist,RXFP1 antagonist
COc1cccc(/C=N\n2c(C)nnc2C)c1OC,0.4,-18.1,-5.0,0.2,-2.5,-1.0,-0.8,-1.2,-1.0
COc1ccc(CNC(=O)C2CCN(S(=O)(=O)c3cccc(-c4noc(C)n4)c3)CC2)cc1,0.6,4.2,10.0,-0.5,-2.4,/,-1.7,0.7,-0.2
CCCN1CCN(C2CCCCC2NS(=O)(=O)c2ccccc2)CC1 (configuration not stated),0.2,-1.0,-0.6,0.0,-8.7,2.6,1.2,2.8,-4.7
O=C(NNC(=O)c1cc(-c2ccccc2)nn1-c1ccccc1)c1ccccc1,/,-7.9,/,0.3,-3.0,/,-8.6,5.8,-33.0
Cc1ccc2c(=O)cc(C(=O)Nc3ccc(S(=O)(=O)Nc4onc(C)c4C)cc3)oc2c1,-0.6&-0.7,15.5&-12.3,-4.1&-5.7,1.3&0.2,3.1&-0.3,11.1,-0.1&10.1,3.9&0.7,12.9&-6.3
COc1ccc(-n2ccnc2SCC(=O)NO)cc1,/,-17.5,/,0.3,-1.8,/,3.0,1.5,15.6
Cc1ccc(C(=O)C(C)OC(=O)CNS(=O)(=O)c2ccc(C)cc2)cc1 (configuration not stated),-0.2,-10.9,-4.1,-0.2,-7.5,2.7,-0.7,-0.5,10.6
COC(=O)c1c(NC(=O)/C=C/C(=O)O)sc(C)c1-c1ccc(C(C)C)cc1,-0.3,-10.2,-4.6,-0.6,-7.0,-1.7,0.1,2.0,-30.4
Cc1ncc(CN2CCCC(C(=O)Nc3ccc(-c4cccc(F)c4)cc3)C2)n1C (configuration not stated),1.9,-31.6*,-8.9,0.6,-12.8,0.1,-0.4,15.6,-16.8
CC(C)c1nc2cc(Cl)ccc2n(Cc2ccccc2)c1=O,-1.5,5.5,1.7,-1.2,-6.3,-1.5,0.3,2.2,-19.2

# The final three entries of the section above lead into the next:
SMILES,D2 ag,D1 antag,D2 PAM,TRHR agonist,D1 PAM,D2 antag,TRHR PAM,D1 agonist,RXFP1 antagonist
COC(=O)c1c(NC(=O)/C=C/C(=O)O)sc(C)c1-c1ccc(C(C)C)cc1,-0.3,-10.2,-4.6,-0.6,-7.0,-1.7,0.1,2.0,-30.4
Cc1ncc(CN2CCCC(C(=O)Nc3ccc(-c4cccc(F)c4)cc3)C2)n1C (configuration not stated),1.9,-31.6*,-8.9,0.6,-12.8,0.1,-0.4,15.6,-16.8
CC(C)c1nc2cc(Cl)ccc2n(Cc2ccccc2)c1=O,-1.5,5.5,1.7,-1.2,-6.3,-1.5,0.3,2.2,-19.2
Cc1cccc(N2CCN(c3ccc(NC(=O)c4ccccc4)cc3C(=O)O)CC2C)c1 (configuration not stated),0.5,13.0,5.7,-0.1,0.8,/,-6.3,1.5,-3.6
NC(=O)c1ccccc1NC(=O)COc1ccc2c(c1)OCO2,-1.5,1.2,12.7,-0.5,-4.1,-0.5,5.1,2.0,20.1
O=[N+]([O-])c1cccc(/C=C/c2ccncc2)c1,0.3,-1.8,2.7,0.3,-0.8,8.6,6.6,1.9,-22.1
CC(=O)N/C(=N/c1nc(C)cc(C)n1)Nc1cccc(C)c1,-0.8,-6.5,12.5,-1.4,-6.8,14.8,-3.4,-0.6,1.1
O=C(NC1CCN(Cc2ccccc2)CC1)c1cccc(S(=O)(=O)Nc2cc(C(F)(F)F)ccc2Cl)c1,-0.6,-26.4,-17.5,-0.7,-4.8,-18.3,3.4,9.7,-12.6
COC(=O)Cc1ccc(NC(=S)NN2CCOCC2)cc1,-0.7,-0.8,29.4,-0.3,1.9,8.9,-2.9,2.4,0.7
CC(=O)Nc1ccc(NC(=O)C(C)OC(=O)CC2CCCCC2)cc1 (configuration not stated),0.6,7.6,2.0,0.7,-6.8,3.6,-0.3,2.4,-4.2
CC(C)(C)NC(=O)CN(C(=O)CCC(=O)Nc1nccs1)c1ccc(F)c(Cl)c1,-1.0,11.1,-14.4,0.8,-1.9,-11.4,-2.4,5.9,-0.8
O=C(COc1ccc(-c2nnco2)cc1)Nc1ccc(C(F)(F)F)cc1,0.2,-26.5,-14.4,-0.1,-1.9,-2.0,2.7,12.3,-2.4
CCOC(=O)COc1nc2ccc(Br)cc2c(-c2ccccc2)c1C(C)=O,-1.0,-7.6,-4.4,0.7,-9.7,10.1,-5.3,2.5,-1.3
CCC1Sc2ccccc2N(CC(=O)NC2CCCCC2)C1=O (configuration not stated),-0.6,3.0,-2.6,-0.1,-7.3,11.1,-3.9,2.2,6.5
CCn1cc(C(=O)N2CCN(c3ccc(F)cc3)CC2)c(=O)c2cc(S(=O)(=O)N3CCOCC3)ccc21,0.3,5.8,14.2,0.4,1.0,/,-3.6,1.4,/
CCCN1C=CC(=CC=C(C#N)C#N)C=C1,22.3,-2.9,8.4,41.8*,-0.7,-7.5,-1.3,128.9*,?
Cn1c(SCC(=O)O)nnc1-c1ccc(NC(=O)c2ccc(Cl)c(Cl)c2)cc1,-0.2,6.8,-3.5,-0.3,-0.9,-13.3,-2.2,1.1,-21.3
O=C(Cn1cnc2ccccc2c1=O)NCCC(=O)Nc1ccc(F)cc1,-0.1&-0.4,-1.1&-9.3,17.7&-1.3,0.1&1.8,3.0&1.3,-16.4,24.7&1.4,-0.5&-0.9,-12.3&-1.2
CC(=O)NC12CC3CC(C1)CC(C(=O)N1CCN(S(=O)(=O)c4cccs4)CC1)(C3)C2,0.3,-4.6,-2.6,0.5,-3.2,-3.1,-8.6,2.0,-0.4
Cc1ccc2c(c1)N(C(=O)N1CCC(C(=O)NCc3ccccc3F)CC1)CC(C)O2 (configuration not stated),-0.5,-5.1,7.6,0.4,-3.1,/,0.0,0.5,?
COc1ccc(S(=O)(=O)N2CCN(C(=O)c3cccs3)CC2)cc1OC,-1.1,-5.3,8.8,-0.4,-4.8,7.9,-3.7,0.8,2.4
C=CCN(CC=C)C(=O)c1cccc(OC2CCN(CC(C)(C)C)CC2)c1,1.7,12.0,-4.8,0.2,-0.4,7.2,3.5,6.8,2.3
CC(=O)NC(=S)Nc1ccc(NC(=O)c2cccs2)cc1,-0.4,-20.0,-2.5,0.9,-8.2,-8.6,1.1,0.8,34.4
CC(=O)NC(c1cc(Cl)c2ccccc2c1O)C(C)C (configuration not stated),0.0,/,-10.3,-0.4,11.2,2.2,2.1,-1.7,/
CCc1ccc(S(=O)(=O)Nc2ccc(O)c3c(=O)cc(-c4ccccc4Cl)oc23)cc1,-0.2,1.6,13.0,-0.1,-1.1,12.6,-7.3,1.4,/
Cn1c(CNc2ccccc2O)nc2ccccc21,/,-4.0,/,0.1,-1.8,/,4.7,-0.5,2.7
CCNC(=O)c1ccc(-n2nc(C)cc2-c2ccccc2)cc1,0.1,8.9,2.9,-0.7,-3.8,5.7,-6.5,1.2,-6.4
CCOc1nc(-c2ccc(C)cc2)ccc1-c1noc(-c2ccccc2F)n1,2.5,-17.8,-4.3,-0.6,2.4,/,-1.2,-0.3,-7.9
CNC(=O)CC1C(=O)N(C)C(=S)N1NC(=O)c1ccccc1 (configuration not stated),0.3,-1.6,-1.5,-0.5,2.4,-0.8,-8.4,6.8,-9.7
O=C(Nc1cccc(Cl)c1)c1cc(S(=O)(=O)N2CCOCC2)cs1,0.1,-1.9,-13.9,-0.8,-7.2,34.8*,-7.6,6.2,-9.5
O=C(O)C1(c2cccc(Cl)c2)CCC1,/,-6.5,/,0.5,1.1,/,-1.6,0.1,-2.0
Cc1oc(-c2cccc(Br)c2)nc1CN1CCC(C(=O)NCc2ccccc2)CC1,0.3,-2.2,-2.7,1.5,0.3,/,-0.4,24.0,-1.5
Cc1ccc(Cn2ncn(-c3ccccc3)c2=O)cc1,-0.1,-3.6,-5.1,0.0,7.7,9.1,1.9,1.4,-9.9

# Some of the entries so far, with bars between the fields:
SMILES | D2 ag | D1 antag | D2 PAM | TRHR agonist | D1 PAM | D2 antag | TRHR PAM | D1 agonist | RXFP1 antagonist
CCc1ccc(S(=O)(=O)Nc2ccc(O)c3c(=O)cc(-c4ccccc4Cl)oc23)cc1 | -0.2 | 1.6 | 13.0 | -0.1 | -1.1 | 12.6 | -7.3 | 1.4 | /
CNC(=O)CC1C(=O)N(C)C(=S)N1NC(=O)c1ccccc1 (configuration not stated) | 0.3 | -1.6 | -1.5 | -0.5 | 2.4 | -0.8 | -8.4 | 6.8 | -9.7
Cn1c(CNc2ccccc2O)nc2ccccc21 | / | -4.0 | / | 0.1 | -1.8 | / | 4.7 | -0.5 | 2.7

# Carrying on:
SMILES,D2 ag,D1 antag,D2 PAM,TRHR agonist,D1 PAM,D2 antag,TRHR PAM,D1 agonist,RXFP1 antagonist
Cn1c(N)c(Sc2ccc(F)cc2)c(=O)n(C)c1=O,2.7,15.2,-4.4,0.1,1.5,2.8,-3.2,2.6,13.1
CCOC(=O)c1ccc(N2CN=C3SCC(=O)N3C2)cc1,0.4,2.4,2.9,0.0,-0.6,-10.3,-5.9,1.7,-11.7
O=C(c1ccco1)N1CCN(c2ncnc3c2oc2ccccc23)CC1,-0.2,-18.0,1.3,-0.7,-3.0,-12.9,-5.1,9.4,-14.7
CCN1CCN(c2cc(C)c3cc(NC(=O)CCC(=O)N4CCN(c5ccccc5OC)CC4)ccc3n2)CC1,-0.7,-5.1,-14.6,-0.8,-2.5,18.9,21.2,-4.2,7.5
Nc1nc(N)c(N=O)c(OCC2CCCCC2)n1,0.2,11.2,0.5,1.9,-0.8,-16.2,-3.1,2.9,/
O=C(c1cnn2c(C(F)(F)F)cc(-c3ccc(F)cc3)nc12)N1CCc2ccccc2C1,-1.6,6.9,1.5,0.8,-3.4,2.1,-3.3,3.2,-19.7
CCn1c(SCC(=O)N2CCN(c3ccccc3)CC2)nnc1-c1c[nH]c2ccccc12,1.6,-17.2,8.9,0.0,-5.3,14.8,20.7,-1.0,2.2
COCCn1c(C)cc(C(=O)COc2cccnc2[N+](=O)[O-])c1C,-1.0,-16.0,3.0,0.5,-4.0,9.0,0.4,4.8,3.6
Cc1cc(C)n2c(SCc3ccc(C#N)cc3)nnc2n1,0.0,2.9,-8.3,-0.3,-1.5,-7.1,4.3,2.6,-10.7
CSCC(=O)N1CCC(Oc2cccc(C(=O)NCc3ccccn3)c2)CC1,0.2,-21.2,2.6,0.3,-8.2,1.2,-4.1,3.0,2.6
O=C(CN1C(=O)c2ccccc2S1(=O)=O)NCCSCc1ccco1,0.7,0.4,14.3,-0.5,-1.0,-5.0,7.4,0.2,-20.2
CC(C)(C)N(Cc1cc2ccccc2[nH]c1=O)C(=O)c1cccnc1,0.9,-16.1,-10.1,0.3,0.2,-4.0,-4.9,0.8,-5.0
OC(COc1ccc(Cl)cc1)CN1CCCCC1 (configuration not stated),0.3,7.8,-15.6,2.2,-3.4,7.8,-7.8,5.6,-23.9
Cc1cccc(N(C)C(=O)c2cc3c(=O)[nH]c4ccc(C)cc4c3s2)c1,0.2,-16.7,7.1,0.0,1.2,2.3,10.8,1.9,-0.3

# Compound activity as filed in PubChem BioAssay.

# This is a random part of the collection; about 7.1% have a hit in one of these screens.
